IkB sig inh = inhibitors of IkB signaling in ABC-DLBCL cells; ABC-DLBCL IkBa-CBG/CBR dual luciferase ratio, 4 h; response scale: scaled: untreated 0%, proteasome inhibitor 100%; AID 445; Potency, µM (highest dose often 57.1 µM), inactives show top-dose IkBa stabilization activation; hit rate 0.04% among 110,000; active = well fitted curve in the direction sought with a large enough effect in the signal ratio, not every such curve was filed as active; inconclusive = small, poorly fitted or top-dose-only effect, or a change in a side signal; the % refers to the signal ratio;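 also: the direction sought is a rising ratio; 0% = basal untreated cells and 100% = reference inhibitor full response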
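Luminescence ratio of IκBα-fused green versus native red beetle luciferase in OCI-Ly3 cells, 4 h post-doxycycline with compound; red signal alone, scaled from basal (0%) to zero light (-100%), flagged nonspecific or cytotoxic effects.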
Peg3 imprint = inducers of genomic imprint erasure in mouse ES cells; mouse ES Peg3-LacZ reporter, beta-gal luminescence, 40 h; Potency, µM (top dose mostly 60.7 µM), for the others: top-dose activity change, positive = activation, actives largely listed as activators; hit rate 0.02% among 110,000; AID 1948;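 also: 0% = negative control wells on the plate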
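Readout: BetaGlo luminescence (5 min, room temp) for LacZ from the normally silent maternal Peg3 allele in female Peg3LacZ-Neo ES cells. Cells 300/well, 40 h, 37C, 5% CO2. Data normalized per plate to negative controls.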
p53ts 39C kill = p53ts cell cytotoxicity, nonpermissive temperature | H1299-p53A138V viability at 39C, ATP luminescence, 24 h | Potency, µM (titrated, usually from 46.1 µM), for the others: top-dose activity change, negative = cell killing, most hits filed as cytotoxic | hit rate 1.5% among 130,000; also: nearly all actives have a fitted effect of over 55% in size
p53ts 32C tox = p53ts cell cytotoxicity, permissive temperature. H1299-p53A138V at 32C, ATP luminescence viability, 24 h. Potency, µM (doses to about 46.1 µM), inactives show at the highest dose activity change, negative = cytotoxicity, actives largely listed as cytotoxic. hit rate 0.93% among 130,000. AID 924;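 also: 0% = DMSO and -100% = full killing by reference compound; nearly all actives have a fitted effect of over 55% in size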
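ATP-content luminescence (ATPlite) read-out after 24 h compound exposure at 32C in H1299-p53A138V cells (600/well). Tested up to 46 uM. Normalized to DMSO (0%) and 100 uM tamoxifen (100% killing); Hill-fit AC50.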
* = called active by the depositor; ? = inconclusive; · = not tested or not shown; & = joins results of further samples; [ ] = remark or other dose. Unless noted, calls follow the shape of the dose curve; as a rule, active = well fitted curve in the direction sought with a large enough effect; inconclusive = small, poorly fitted or top-dose-only effect, or another doubt; inactive = no such curve, though single readings can be large; an effect the other way counts as inactive or inconclusive. Unless noted, % is scaled to controls: 0 for no effect and ±100 for the full control effect; potency is read from the fitted curve at half-maximal effect.

SMILES | IkB sig inh | Peg3 imprint | p53ts 39C kill | p53ts 32C tox
Cc1cc(C)nc(Sc2c(C)n[nH]c2C)n1 | 0.0% | -5% | -2% | -5%
Cc1ccc(N2C(=O)CC(N3CCN(C4CCc5ccccc5C4)CC3)C2=O)cc1 (configuration not stated) | -0.8% | -1% | 4% | 2%
CN1C(C(=O)Nc2ccc(OC(F)(F)F)cc2)=CC(c2ccc3c(c2)OCO3)=NS1(=O)=O | ? | 12%[10.9 µM] | -23% | 1%
COc1cccc(-c2cc(C(=O)NCc3ccccc3)no2)c1 | ? | -3%[10.9 µM] | -11% | -1%
Cc1ccc(NC(=O)CCn2cccn2)cc1Cl | -0.4% | 6%[10.9 µM] | -8% | 1%
COc1ccccc1-c1n[nH]c(=S)n1-c1ccccc1 | · | · | 0% | 8%
Cc1cc(Cl)ccc1NS(=O)(=O)c1c(C(=O)N2CCCCCC2)c(C)n(C)c1C | ? | 7%[10.9 µM] | 6% | 15%
NC(N)=NNC(=O)C(=O)O | 0.8%[11.4 µM] | ? | 5%[9.22 µM] | 3%[9.22 µM]
O=C(CC(CC(=O)c1ccccc1)C(=O)O)c1ccccc1 | 0.0% | 4% | -1% | 3%
COc1ccc(S(=O)(=O)N2CCN(Cc3c[nH]c4ccccc34)CC2)cc1 | · | · | 10% | 3%
Nc1c2c(nc3ccn(-c4ccccc4)c(=O)c13)CCCCC2 | 8.0% | 2% | 7% | -30%
Cc1ccc(N2CCCn3c2cc(C)c(C#N)c3=O)cc1C | · | · | -6% | -5%
CCn1c(SCC(=O)Nc2ccc(OC)c(OC)c2)nnc1-c1cccs1 | -0.5% | -4% | -3% | 0%
Cn1c(=O)[nH]c(=O)c2c1nc(N1CCCC1)n2CCCSc1nc2ccccc2o1 | 0.6% | -8% | -1% | -6%
COc1ccccc1-c1c(C)nn2c(C)cc(C)nc12 | 0.9% | 20% | 4% | 5%

Taken from the entries so far, four compounds:
SMILES | IkB sig inh | Peg3 imprint | p53ts 39C kill | p53ts 32C tox
Cc1ccc(N2CCCn3c2cc(C)c(C#N)c3=O)cc1C | · | · | -6% | -5%
CCn1c(SCC(=O)Nc2ccc(OC)c(OC)c2)nnc1-c1cccs1 | -0.5% | -4% | -3% | 0%
Cn1c(=O)[nH]c(=O)c2c1nc(N1CCCC1)n2CCCSc1nc2ccccc2o1 | 0.6% | -8% | -1% | -6%
COc1ccccc1-c1c(C)nn2c(C)cc(C)nc12 | 0.9% | 20% | 4% | 5%

(further entries)
SMILES | IkB sig inh | Peg3 imprint | p53ts 39C kill | p53ts 32C tox
COc1ccc(CCN2C(=O)c3[nH]nc(-c4ccccc4O)c3C2c2ccc(C)cc2)cc1OC (configuration not stated) | ? | -36%[inhibitor] | -19% | ?
O=C(Oc1ccc(N(Cc2cccs2)C2=NS(=O)(=O)c3ccccc32)cc1)c1ccccc1Cl | · | · | 27% | 12%
O=C(Nc1ccc(Br)cc1)C(Cc1ccccc1)NS(=O)(=O)c1cccc2nsnc12 (configuration not stated) | -1.8% | -6%[10.9 µM] | -5% | -5%
CCCn1c(-c2ccc(F)cc2)nc2c(NCCN(C)C)nc(C)nc21 | · | -10% | 8% | -3%
O=[n+]1cc(-c2ccccc2)n([O-])c2c1CCC2 | 0.7% | 5% | 15% | 3%
CC(=O)Nc1nonc1NC(C)=O | 0.7% | -1% | -5% | -2%
COc1cc(OC)cc(C(=O)Nc2cccc(-c3cn4ccsc4n3)c2)c1 | ? | 11%[10.9 µM] | ? | 10%
Cc1ccc(C)c(CN2C(=O)c3ccccc3S(=O)(=O)c3ccc(C(=O)N4CCCC4)cc32)c1 | ? | -12%[10.9 µM] | -10% | 21%
O=C(NCc1ccccc1Cl)c1ccc2c(c1)N(Cc1ccccc1)CCS2 | ? | 14%[10.9 µM] | -5% | 12%
CCCCN(C(=O)Cn1nnc2ccccc21)C(C(=O)NCCOC)c1ccc(OC)cc1OC (configuration not stated) | 0.2% | -11% | 9% | 6%
CCC1CCCCN1CCCNC(=O)c1ccc2c(c1)sc1nc(-c3ccc(F)cc3)cn12 (configuration not stated) | 0.8% | -7%[10.9 µM] | -17% | 9%
CC(=O)Nc1ccc(SCC(=O)OCC(=O)NC(=O)NCc2ccco2)cc1 | 2.3% | -8% | -6% | -12%
CC(=O)c1cc(-c2ccc(F)cc2)n(CC(=O)NCc2cccs2)c1C | -1.0% | -6% | -11% | 0%
COc1ccccc1Nc1nn2c(=O)c3ccc(C(=O)NCCCOC(C)C)cc3nc2s1 | ? | 6%[10.9 µM] | 21% | 0%
COCCNC(=O)C(c1cccc(OC)c1)N(Cc1cccs1)C(=O)Cn1nnc2ccccc21 (configuration not stated) | 0.4% | -1% | 9% | 2%
CCCc1cc(=O)[nH]c(Nc2cc(C)ccc2OC)n1 | ? | 4%[10.9 µM] | 0% | 15%
CC/C(=N\O)C(C)(C)/[N+]([O-])=C/c1ccc(Br)cc1 | 1.4% | -4% | -9% | -4%
CC1CCN(C(c2ccc(N(C)C)cc2)c2nnnn2C(C)(C)C)CC1 (configuration not stated) | -1.0% | -10% | 1% | -5%
Cc1c(Cl)cnc(NC(=O)COC(=O)c2ccc(S(=O)(=O)NCc3ccco3)cc2)c1Cl | · | · | ? | -9%
CCCOc1ccc(N2CC(C(=O)NC(C)C)CC2=O)cc1 (configuration not stated) | 0.0% | -7% | -6% | 0%
Cc1ccc2nc(-c3ccc(NC(=O)c4ccco4)cc3)[nH]c2c1 | -2.5% | -37%[inhibitor] | -13% | -20%
COc1ccc(OC)c(NC(=O)CN(c2ccccc2OC)S(=O)(=O)c2ccc(C)cc2)c1 | ? | -15%[10.9 µM] | -6% | 8%
COC(C(=O)Nc1cccc(F)c1)c1ccccc1 (configuration not stated) | 0.2% | -4% | 15% | 4%
O=C(O)c1ccccc1C1=Nc2ccc(O)cc2Oc2cc(O)ccc21 | -0.6% | -10% | 4% | 0%
O=C(Cn1ncc2c(=O)oc3ccccc3c21)N(Cc1ccco1)C1CCCCC1 | 0.7% | -12% | -10% | 6%
CCOc1ccc(NC(=O)Cc2csc(COc3cccc(C)c3)n2)cc1 | 0.7% | 9%[10.9 µM] | 10% | -1%
Cc1ccc(S(=O)(=O)c2nc(-c3cccs3)oc2SC(C)C)cc1 | ? | -12%[10.9 µM] | ? | 20%
COc1ccc(NC(=O)CSC2=Nc3ccccc3C3=NC(CCC(=O)NCCc4ccccc4)C(=O)N23)cc1 (configuration not stated) | -0.9% | -7%[10.9 µM] | 2% | 13%
c1cc(-c2nc3ccccc3o2)nc(-c2nc3ccccc3o2)c1 | 1.1% | -2% | 3% | -3%
Cc1csc2nc(CNC(=O)c3ccco3)cn12 | -1.3% | -49%[inhibitor] | 3% | 15%
COC(=O)CSc1nnc(-c2ccc(NS(=O)(=O)c3ccccc3)cc2)o1 | ? | -12% | -4% | -23%
CCCCCOc1ccc(Cn2c(=O)oc3ccccc32)cc1 | ? | 5%[10.9 µM] | ? | -5%
CN1C(=O)Cc2cc(S(=O)(=O)CCC(=O)N3CCN(c4ccccc4F)CC3)ccc21 | 0.6% | 8%[10.9 µM] | -9% | 13%
O=C(c1cnccn1)N1CCC2(CCN(Cc3nccs3)CC2)CC1 | 0.6%[11.4 µM] | · | 4% | -4%
CN(Cc1ccccc1)C(=O)CSc1nnc(-c2cccc(Cl)c2)o1 | -1.1% | 29%[10.9 µM] | -18% | -6%
COc1cccc(C2CC(c3cccc(OC)c3)n3nc(N)nc3N2)c1 (configuration not stated) | 3.7% | 2% | 2% | 4%
c1cc(-c2nc3cc(Oc4ccc5oc(-c6ccncc6)nc5c4)ccc3o2)ccn1 | 1.1% | 4% | -21% | 12%
COCCCNC(=O)c1ccc2c(c1)N=C(C)c1c(C)ccc(C)c1S2 | 1.1% | -27%[10.9 µM] | ? | -8%
CSc1nnc(CNC(=O)c2ccccc2)n1-c1ccc(F)cc1 | 2.4% | 0% | 10% | -6%
O=C(c1ccc(CSCc2ccccc2F)o1)N1CCN(c2ccc(N3CCOCC3)nn2)CC1 | ? | -29% | -11% | -21%
O=S(=O)(NCC(c1ccco1)S(=O)(=O)c1cccs1)c1ccc(Cl)cc1 (configuration not stated) | -0.4% | 5%[10.9 µM] | -1% | 6%
COc1cccc(NC(=O)CSC2=Nc3ccccc3N=C(c3ccc(F)cc3)C2)c1 | ? | -7%[10.9 µM] | -7% | 5%
COc1ccc(C(=O)NCCn2cc(SCC(=O)Nc3cc(C)on3)c3ccccc32)cc1OC | ? | -7% | -14% | -8%
S=c1ccss1 | · | 8% | 2% | -3%
CNC(=O)CN(c1cccc2ccccc12)S(C)(=O)=O | 0.7% | -4% | 10% | 8%
COc1cccc(COC(=O)c2ccc(-c3nnn(Cc4cccc(OC)c4)n3)cc2)c1 | -0.8% | 6%[10.9 µM] | 26% | -2%
O=C(O)[C@@H]1[C@@H](C(=O)NCc2ccccn2)[C@@H]2C=C[C@@H]1O2 | 0.9%[11.4 µM] | 4%[10.9 µM] | 1%[9.22 µM] | 5%[9.22 µM]
COCCCNc1ncnc2c1nnn2C | -1.4% | -4%[10.9 µM] | 14% | -10%
C[C@]12C[C@H](O)[C@H]3[C@@H](CCC4=CC(=O)CC[C@@]43C)[C@@H]1CC[C@@H]2C(=O)CO | ? | -4% | -9%&-7% | 7%
CCOC(=O)N1CCN(c2nc(C(F)(F)F)nc3c(C)cc(C)cc23)CC1 | ? | -1% | 9% | 14%
O=C(NCc1ccccc1Cl)c1ccc(Cn2c(=O)c3cccn3c3cccnc32)cc1 | -2.4% | -17%[10.9 µM] | -6% | -8%
CCOc1ccc2nnc(-c3ccc(Br)cc3)n2n1 | · | · | 16% | 5%
CC1CCc2c(sc(NS(=O)(=O)c3ccccc3)c2C(=O)OC(C)C)C1 (configuration not stated) | · | · | -2% | -3%
CCOC(=O)c1cc(OC(=O)c2cccnc2)n(-c2ccccc2)n1 | 0.3% | 13% | 6% | -1%
COc1ccccc1OCCn1cc(C(=O)c2cccs2)c2ccccc21 | ? | -11%[10.9 µM] | 6% | 5%
COc1cc(S(=O)(=O)N(Cc2cccs2)CC2CCCO2)ccc1-n1cnnn1 (configuration not stated) | -0.5% | · | 1% | 3%
COc1ccc(S(=O)(=O)NCCSc2ccc(Cl)cc2)cc1OC | · | · | -18% | -3%
Oc1ccccc1Nc1nc(NCC2CCCO2)c2ccccc2n1 (configuration not stated) | ? | -14% | ? | ?
Cc1occc1C(=O)Nc1ccccc1NC(=O)c1ccoc1C | 3.1% | 1% | 8% | 10%
CCOC(=O)c1ccc(NS(=O)(=O)c2cccc3nsnc23)cc1 | -0.1% | -7% | -8% | -5%

Just IkB sig inh and p53ts 39C kill (four entries from above):
Molecule	IkB sig inh	p53ts 39C kill
CC1CCc2c(sc(NS(=O)(=O)c3ccccc3)c2C(=O)OC(C)C)C1 (configuration not stated)	·	-2%
CCOC(=O)c1cc(OC(=O)c2cccnc2)n(-c2ccccc2)n1	0.3%	6%
COc1ccccc1OCCn1cc(C(=O)c2cccs2)c2ccccc21	?	6%
COc1cc(S(=O)(=O)N(Cc2cccs2)CC2CCCO2)ccc1-n1cnnn1 (configuration not stated)	-0.5%	1%

Next section:
SMILES | IkB sig inh | Peg3 imprint | p53ts 39C kill | p53ts 32C tox
COCc1[nH]nc2c1C1(C(=O)Nc3ccc(F)cc31)C(C#N)=C(N)O2 (configuration not stated) | 0.5% | 5% | -3% | 6%
COc1ccc(N=C2C(=Nc3ccc(OC)cc3)N(c3ccccc3)C(=S)N2C(=O)c2ccc(Cl)cc2)cc1 | · | · | 0% | -7%
O=C(Cn1cnc2ccccc2c1=O)N(Cc1ccco1)c1ccc(O)cc1 | · | · | 14% | 9%
COc1ccccc1-c1nnc(NC(=O)C(C)C)s1 | -3.1% | -10% | -10% | -16%
COc1ccc(NC(=O)CN2C(=O)C(c3ccc(C(C)(C)C)cc3)=NC2(C)C)cc1Cl | 0.2% | -12%[10.9 µM] | -13% | -5%
CCOC(=O)c1c(C)n(S(=O)(=O)c2ccc(C)cc2C)c2ccc(NS(=O)(=O)c3ccc(C)cc3C)cc12 | 12% | -19%[10.9 µM] | 23% | 9%
O=C(NCC1COc2ccccc2O1)c1cn(Cc2ccc(F)cc2)nn1 (configuration not stated) | 1.3% | -12% | 1% | 5%

Assay outcomes deposited in PubChem by National Center for Advancing Translational Sciences (NCATS).
